HKDC1 inh: HKDC1 (human) hexokinase inhibition. Q2TB90. recombinant HKDC1, G6PDH/diaphorase resazurin coupled fluorescence. inhibition, % at 20 µM. hit rate 0.16% among 340,000. AID 493160;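 active = inhibition above about 35% when tested at 20 µM, limit read from the data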;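 also: plate controls were DMSO wells with enzyme for no effect and DMSO wells lacking enzyme for full effect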
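test system = in-house recombinant HK5 (HKDC1) enzyme | amount = HKDC1 at 5 µg/mL | control set = DMSO-enzyme wells negative, buffer-substituted wells positive | compound = one dose of 20 µM, 1% DMSO | schedule = reaction time 90 min, room temperature, protected from light | technique = resorufin fluorescence at 613 nm | reagent = glucose with 1 mM ATP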
APOBEC3A inh: blocks human APOBEC3A ssDNA deamination | recombinant A3A, FAM/TAMRA ssDNA deamination fluorescence | AID 493011 | P31941 | inhibition, % at 20 µM | hit rate 0.41% among 330,000;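 active = at least 40% inhibition at 20 µM here, with at most 30% in a related deaminase screen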;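 also: plate controls were A3A with DMSO for no effect and wells lacking A3A enzyme for full effect; some results filed as inactive read as strong as hits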
hIAP block: blocks human intestinal alkaline phosphatase | P09923 | purified IAP, CDP-Star luminescence, 30 min | inhibition, % at 10 µM | hit rate 0.12% among 330,000 | AID 2544;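 active = inhibition reaching a set limit with compound at 10 µM in the primary screen, cut at about 35% in these data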;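 also: plate controls were DMSO wells with enzyme for no effect and no-enzyme buffer wells for full effect; values of inactives mirror those of a sister screen read the other way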
Target sequence (P09923 whole entry, looked up): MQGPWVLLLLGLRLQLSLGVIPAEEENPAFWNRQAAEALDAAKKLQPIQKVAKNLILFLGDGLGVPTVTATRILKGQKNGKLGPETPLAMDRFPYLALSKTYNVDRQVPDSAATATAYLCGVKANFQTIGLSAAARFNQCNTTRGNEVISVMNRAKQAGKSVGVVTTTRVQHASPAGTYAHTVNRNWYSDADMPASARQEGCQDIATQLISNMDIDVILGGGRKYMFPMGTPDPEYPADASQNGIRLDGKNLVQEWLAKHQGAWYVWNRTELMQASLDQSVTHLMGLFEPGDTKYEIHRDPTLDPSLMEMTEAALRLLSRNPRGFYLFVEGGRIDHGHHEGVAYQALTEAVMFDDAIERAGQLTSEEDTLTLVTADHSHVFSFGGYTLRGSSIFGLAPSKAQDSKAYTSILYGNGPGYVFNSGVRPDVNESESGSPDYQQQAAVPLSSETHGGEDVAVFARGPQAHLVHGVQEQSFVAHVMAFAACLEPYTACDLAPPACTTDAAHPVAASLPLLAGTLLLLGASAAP
mIAP inh: blocks mouse intestinal alkaline phosphatase | purified mouse IAP, CDP-Star luminescence, 30 min | inhibition, % at 10 µM | hit rate 0.2% among 330,000 | AID 2806;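 active = inhibition of at least 40% at 10 µM in the primary screen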;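 also: plate controls were DMSO with enzyme for no effect and no enzyme wells for full effect; values of inactives mirror those of a sister screen read the other way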
PfGluPho inh: PfG6PD (Plasmodium falciparum) enzyme inhibition | PfGluPho enzyme, NADPH resazurin-diaphorase fluorescence | inhibition, % at 20 µM | hit rate 0.78% among 350,000 | AID 504690;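 active = inhibition reaching at least a set limit at 20 µM in the primary screen, cut at about 59% in these data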;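 also: 0% = DMSO wells with substrate and 100% = DMSO wells lacking glucose-6-phosphate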
hIAP act: increases human intestinal alkaline phosphatase activity | P09923 | purified human IAP, CDP-Star luminescence, 30 min; hits give high values; 1 = vehicle-only enzyme, 0 = enzyme-free background | activation factor at 10 µM | hit rate 0.16% among 330,000 | AID 2524;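 active = activation factor of the enzyme at least 2-fold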; also: the source names both 10 and 20 µM as test concentration; values of inactives mirror those of a sister screen read the other way
mIAP act: mouse IAP activation. muIAP, CDP-Star luminescence, 30 min; hits give high values; 1 = vehicle-only enzyme signal, 0 = enzyme-free wells. activation factor at 10 µM. hit rate 0.24% among 330,000;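 active = activation factor of at least 2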; also: the source names both 10 and 20 µM as test concentration; values of inactives mirror those of a sister screen read the other way
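Assay system: mouse IAP enzyme; reagent: chemiluminescent substrate CDP-Star; dosing: test compounds delivered from DMSO solution; schedule: 30 min at room temperature; measured by: luminescence from enzymatic CDP-Star hydrolysis; controls: DMSO-only wells and no-enzyme negative control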
ATG4B inh: ATG4B (human) cysteine protease inhibition; inhibition, % at 8.33 µM; ATG4B cleavage of LC3-PLA2, NBD-HPC fluorescence, 1 h; AID 504462; Q9Y4P1; hit rate 0.51% among 340,000; in the data active = inhibition above about 40%
Target sequence (Q9Y4P1 whole entry, looked up): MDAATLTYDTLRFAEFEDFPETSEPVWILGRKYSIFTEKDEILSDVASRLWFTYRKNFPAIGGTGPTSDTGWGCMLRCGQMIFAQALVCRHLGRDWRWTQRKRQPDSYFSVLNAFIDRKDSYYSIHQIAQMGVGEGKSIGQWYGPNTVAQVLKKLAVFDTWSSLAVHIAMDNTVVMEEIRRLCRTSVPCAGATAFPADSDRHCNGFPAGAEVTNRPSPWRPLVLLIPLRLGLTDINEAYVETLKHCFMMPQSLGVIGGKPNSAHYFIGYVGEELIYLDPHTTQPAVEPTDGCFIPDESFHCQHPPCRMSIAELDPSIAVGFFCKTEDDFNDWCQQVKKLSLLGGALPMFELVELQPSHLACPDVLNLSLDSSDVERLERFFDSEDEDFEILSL
* hit, by the source's call; nt = no result given.

SMILES	HKDC1 inh	APOBEC3A inh	hIAP block	mIAP inh	PfGluPho inh	hIAP act	mIAP act	ATG4B inh
Cc1cccc(Cn2c(CN3CCN(Cc4ccccc4)CC3)nc3c2c(=O)[nH]c(=O)n3C)c1	0	-6	8	1	14	0.92	0.99	-11
CCc1ccc(-n2cc(-c3ccc([N+](=O)[O-])cc3)[nH]c2=S)cc1	-4	0	19	2	41	0.81	0.98	-5
N#Cc1c(/N=C/N2CCCC2)oc(-c2ccccc2)c1-c1ccccc1	-2	-2	13	12	0	0.87	0.88	18
N/C(=N\OS(=O)(=O)c1ccc(Br)cc1)c1ccncc1	-4	1	-15	-4	2	1.1	1	-6
CCC(c1nnnn1Cc1ccccc1)N(Cc1cc2cc(OC)ccc2[nH]c1=O)CC1CCCO1 (configuration not stated)	-3	-2	0	-1	0	1	1	-10
Cc1ccc(-n2cccc2/C=C2/NC(=O)N(CC(=O)Nc3cccc(C)c3)C2=O)cc1	-9	-1	-14	12	11	1.1	0.89	4
CCCC(C(=O)Nc1cc(S(=O)(=O)N2CCOCC2)ccc1OC)c1ccccc1 (configuration not stated)	7	3	-6	4	8	1.1	0.96	3
COC(=O)c1ccc(NC(=O)CN2C(=O)NC3(CCC(C)CC3)C2=O)cc1 (configuration not stated)	-3	0	4	4	-1	0.96	0.96	-40
CC[C@H]1C(O)C[C@H]2CCN3C(=O)CCC[C@H]1[C@H]23 (some centres not stated)	-6	-1	nt	-10	18	nt	1.1	-6
Cc1ccc(CCN2C(=O)CCC2(C)C(=O)NCc2cccnc2)cc1 (configuration not stated)	-8	-2	3	0	-3	0.97	0.99	-2
CCN(CC)S(=O)(=O)c1ccc(S(=O)(=O)N(Cc2ccccn2)Cc2ccco2)cc1	-1	-1	3	15	-18	0.97	0.85	-4
Cc1cc(S(=O)(=O)n2cnc3ccccc32)c(C)cc1Cl	2	-1	-6	-4	-4	1.1	1	4

Molecules from the list above with an aryl methoxy group, in the order listed:
SMILES	HKDC1 inh	APOBEC3A inh	hIAP block	mIAP inh	PfGluPho inh	hIAP act	mIAP act	ATG4B inh
CCC(c1nnnn1Cc1ccccc1)N(Cc1cc2cc(OC)ccc2[nH]c1=O)CC1CCCO1 (configuration not stated)	-3	-2	0	-1	0	1	1	-10
CCCC(C(=O)Nc1cc(S(=O)(=O)N2CCOCC2)ccc1OC)c1ccccc1 (configuration not stated)	7	3	-6	4	8	1.1	0.96	3

(more compounds)
SMILES	HKDC1 inh	APOBEC3A inh	hIAP block	mIAP inh	PfGluPho inh	hIAP act	mIAP act	ATG4B inh
CCP(=O)(c1ccccc1)C(C)(C)O (configuration not stated)	6	4	-25	0	7	1.3	1	-7
C=CCc1cc(Cl)ccc1OCCNCCOC	-5	-2	20	6	-12	0.8	0.94	-1
O=[N+]([O-])c1ccc2c(OCc3nnc(-c4ccccc4Br)o3)ncnc2c1	14	5	6	12	45	0.94	0.89	3
Cc1ccc(NC(=O)CSc2ccccc2NC(=O)c2cccc(Cl)c2)cc1Cl	-15	3	14	-11	-8	0.86	1.1	-1
Cc1ccc2cc(CN(CC3CCCO3)C(=S)Nc3ccccc3)c(=O)[nH]c2c1 (configuration not stated)	0	-4	10	-10	2	0.91	1.1	2
CCOc1ccccc1N/C(=N/c1nc(C)cc(C)n1)NC(=O)Nc1ccc(Cl)c(Cl)c1	nt	1	7	12	nt	0.93	0.88	nt
CCc1ccccc1NC(=S)N(CCN1CCOCC1)C1CCN(C(C)=O)CC1	-4	1	2	6	-2	0.98	0.94	-6
O=C(Nc1cccc(F)c1)N(Cc1ccc(Cl)cc1)CC(O)C(F)(F)F (configuration not stated)	1	-1	-6	-2	19	1.1	1	-9
O=C(COC(=O)c1cccnc1Cl)Nc1ccc2c(c1)OCCO2	5	-3	-14	7	-12	1.1	0.93	2
O=C(Nc1ccccc1)C1C2CCC3C(CCC21)C3(Cl)Cl (configuration not stated)	-8	0	-12	-22	-9	1.1	1.2	-1
CC(C)N1CCc2c(sc(NC(=O)c3ccc(S(=O)(=O)N(C)CC4CCCO4)cc3)c2C(N)=O)C1 (configuration not stated)	5	1	20	2	15	0.8	0.98	-6
COc1cccc(OC)c1C(=O)Nc1nc2ccc([N+](=O)[O-])cc2s1	-5	1	-10	-4	-22	1.1	1	4
Cc1cc(C)cc(NC(=O)CSc2nnc(-c3cc(C)[nH]n3)n2N)c1	-4	0	-35	3	0	1.3	0.97	-7
COc1ccc(OC)c(S(=O)(=O)NCCc2csc(-c3cccnc3)n2)c1	-6	-4	4	-19	-15	0.96	1.2	12
COc1ccc(Br)cc1/C=N/NC(=O)C[n+]1ccccc1	-7	2	-14	12	11	1.1	0.88	-2
O=C(Nc1ccc(Br)cc1)c1cccc(N2C(=O)CCC2=O)c1	-5	-4	-2	-1	-8	1	1	0
O=C(N[C@@H](Cc1ccccc1)C(=O)OCC(=O)N1CCOCC1)c1cccs1	-7	2	-11	-6	-7	1.1	1.1	-5
O=C(OCC(=O)c1ccccc1Br)c1ccncc1	-4	1	-13	11	5	1.1	0.89	-6
CC(c1ccccc1)N1C(=O)c2ccccc2C1O (configuration not stated)	-3	-3	-6	-1	-4	1.1	1	-6
Cc1ccc(C(=O)N[C@H](C(=O)Nc2cc(Cl)cc(Cl)c2)C(C)C)cc1	-6	-3	1	-25	-6	0.99	1.3	2
O=C(CNC(=O)Cn1cnc2sc3c(c2c1=O)CCCC3)NCc1ccccn1	-6	-4	16	-1	-10	0.84	1	1
CCOc1cc(C(=O)OCC(=O)c2c[nH]c3ccccc23)ccc1OCC(=O)N1CCOCC1	2	-1	-13	-13	9	1.1	1.1	-10
O=C(O)c1cc(S(=O)(=O)N(Cc2ccccc2)c2cccc(C(F)(F)F)c2)ccc1Cl	1	-2	-8	5	-51	1.1	0.95	6
O=C(NCC(c1ccco1)N1CCN(c2ccccc2F)CC1)C(=O)NC1CCCC1 (configuration not stated)	-4	-1	6	1	13	0.94	0.99	-2
COc1ccc(CCNC(=O)c2ccc(S(=O)(=O)N3CCCCC3)cc2)cc1	2	1	-15	-1	-4	1.2	1	0
Cc1nc(NCc2cccnc2)c2c3c(sc2n1)CCCC3	0	-3	5	4	13	0.95	0.96	15
COC(=O)CCN(C1CCCCC1)S(=O)(=O)c1ccc(S(=O)(=O)N2CCCCC2)cc1	2	2	6	5	-4	0.94	0.95	1
O=C(COC(=O)c1ccco1)Nc1ccc([N+](=O)[O-])cc1Cl	-5	1	-12	17	-1	1.1	0.83	-1
CNC(=S)Nc1cc(OC)c(NC(=O)c2ccco2)cc1OC	15	-2	-7	-8	-2	1.1	1.1	-8
Cc1ccc(NC(=O)c2c(C)noc2-c2snnc2C)cc1	-3	2	-3	2	14	1	0.98	-12
CC(SC1=NCCS1)C(=O)Nc1nnc(-c2ccc(F)cc2)s1 (configuration not stated)	-16	5	-2	0	-19	1	1	-2
CCCCn1c(N)c(NCC(C)C)c(=O)[nH]c1=O	-2	0	-14	5	-1	1.1	0.95	12
Cc1ccccc1OCC(O)Cn1c(N2CCCCC2)nc2c1c(=O)[nH]c(=O)n2C (configuration not stated)	-4	-7	-27	2	-3	1.3	0.98	-4
CNc1nc(N/N=C/c2cc3c(cc2[N+](=O)[O-])OCO3)nc(Nc2ccccc2)n1	1	-3	2	9	-16	0.98	0.91	-12
CC(C)c1nnc(NC(=O)CN2C(=O)c3ccccc3C2=O)s1	10	-5	-7	-4	-14	1.1	1	3
CC(C)NC(=O)N(C)C[C@H]1Oc2c(NC(=O)C3CC3)cccc2C(=O)N([C@H](C)CO)C[C@@H]1C	2	-1	-4	6	-10	1	0.94	4
COc1ccc2c(c1)CCCC21SC(NC(C)=O)=NN1C(C)=O (configuration not stated)	-1	-6	-8	-33	-3	1.1	1.3	1
O=[N+]([O-])c1ccc(-n2nnnc2-c2ccccc2)cc1	-8	-1	-15	-2	7	1.2	1	4
COC(=O)c1ccc(CSc2nc3ccccc3c(=O)n2CC(C)C)o1	7	0	-1	2	-1	1	0.98	32
COc1ccc(NS(=O)(=O)c2ccc(C)c(NC(=O)NC3CCCCC3)c2)cc1	-2	1	12	-31	-19	0.88	1.3	5
Cc1ccc(NC(=O)COc2ccc(/C(N)=N/O)cc2)cc1C	-5	0	-8	-4	-1	1.1	1	-12
O=C(O)CCC(=O)Nc1ccccc1N1CCOCC1	-8	1	-14	5	5	1.1	0.95	8
O=C(NC(=S)NCc1ccccc1)c1cccc(Cl)c1	-2	0	-14	0	-1	1.1	1	9
Cc1cnc(C(=O)Nc2nccs2)cn1	-5	-1	-26	4	-21	1.3	0.96	-7
Cc1cc(C)n(-c2ccc(S(=O)(=O)N3CCOCC3)cc2[N+](=O)[O-])n1	-4	0	12	6	-3	0.88	0.94	1
CCC1(C)NC(=O)N(CC(=O)N2CCC(Cc3ccccc3)CC2)C1=O (configuration not stated)	-7	-6	5	-4	-10	0.95	1	-60
COc1cccc(CN(C)C(=O)[C@@H](NC(=O)c2ccc(C)cc2)C(C)C)c1	-6	-1	-3	-11	-4	1	1.1	2
COC(=O)COc1ccc(S(=O)(=O)N2CCN(c3ccccc3F)CC2)cc1C	6	-8	6	0	-9	0.94	1	13

Full records, looked up by structure. Screens in order: HKDC1 inh	APOBEC3A inh	hIAP block	mIAP inh	PfGluPho inh	hIAP act	mIAP act	ATG4B inh
Listed for O=C(CNC(=O)Cn1cnc2sc3c(c2c1=O)CCCC3)NCc1ccccn1 → -6	-4	16	-1	-10	0.84	1	1
Listed for CCCCn1c(N)c(NCC(C)C)c(=O)[nH]c1=O → -2	0	-14	5	-1	1.1	0.95	12

Next compounds follow.
SMILES	HKDC1 inh	APOBEC3A inh	hIAP block	mIAP inh	PfGluPho inh	hIAP act	mIAP act	ATG4B inh
Cc1cc(NC(=O)CSc2ccc(-c3nc4cc(C)c(C)cc4[nH]3)cn2)no1	2	10	-5	0	1	1.1	1	-7
O=C(Cc1ccccc1)Nc1ccccc1C(=O)N1CCCCC1	-6	0	-6	2	-2	1.1	0.97	4
CC(O)CNc1nc2c(c(=O)n(Cc3ccc(Br)cc3)c(=O)n2C)n1C (configuration not stated)	-8	-2	-3	0	20	1	1	-3
COc1ccc(Nc2nc(-c3ccc(OC)cc3)c(CCC(=O)O)s2)cc1	-1	0	-10	2	-4	1.1	0.98	1
O=C1N[C@@H](Cc2ccccc2)COC(=O)[C@@H](Cc2ccc(F)cc2)CC/C=C/C[C@H]1CC(=O)N(CCO)Cc1ccccc1	2	-5	13	-44	10	0.87	1.4	-22
COC(=O)C1=C(C)N(CCCC(=O)O)C(=O)NC1c1cccs1 (configuration not stated)	-8	-4	11	-12	-22	0.89	1.1	-1
Cc1cccc(NC(=O)c2nc[nH]c2C(=O)N(C)Cc2ccccc2)c1	1	-4	-23	9	8	1.2	0.91	-3
O=C1/C(=C/c2cccc(Cl)c2)CSc2sccc21	0	-2	-2	-8	-3	1	1.1	29
C#CCNC(=O)C1=C[C@@H](C2CCCCC2)[C@H](CCCO)[C@@H](OCC)O1	-2	2	9	-1	-10	0.91	1	11
COc1cc(/C=C2/C(=O)ON=C2C)cc(Cl)c1O	31	-4	31	6	9	0.69	0.94	12
CCN1C(=O)CC(C(=O)NCCc2ccc(S(N)(=O)=O)cc2)SC1=Nc1ccc(OC)cc1 (configuration not stated)	-9	-3	-9	5	11	1.1	0.95	-10
C[C@@H]1CN([C@H](C)CO)C(=O)c2cccc(NC(=O)Nc3ccc(C(F)(F)F)cc3)c2O[C@H]1CN(C)S(=O)(=O)c1cccs1	6	-1	6	-58	7	0.94	1.6	-12
O=C(CC1C(=O)NCCN1Cc1cccc(F)c1F)NC1CCCCCC1 (configuration not stated)	-4	-3	-1	4	0	1	0.96	-5
CSc1ccccc1NS(=O)(=O)c1cccc2nonc12	2	12	30	0	-1	0.7	1	-7

Source: PubChem (Sanford-Burnham Center for Chemical Genomics)
